High-throughput results deposited in PubChem by National Center for Advancing Translational Sciences (NCATS).
PI4K2A inh: inhibitors of human PI4K2A; Q9BTU6; purified PI4K2A, ADP-Glo luminescence, 1 h; active compounds read low; activity change, negative = inhibition, % at 76.9 µM; actives 0.13% (n = 420,000); in the data active means activity change below about -50%;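 further: -100% = wells without enzyme as full effect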
Target sequence (Q9BTU6 whole entry, looked up): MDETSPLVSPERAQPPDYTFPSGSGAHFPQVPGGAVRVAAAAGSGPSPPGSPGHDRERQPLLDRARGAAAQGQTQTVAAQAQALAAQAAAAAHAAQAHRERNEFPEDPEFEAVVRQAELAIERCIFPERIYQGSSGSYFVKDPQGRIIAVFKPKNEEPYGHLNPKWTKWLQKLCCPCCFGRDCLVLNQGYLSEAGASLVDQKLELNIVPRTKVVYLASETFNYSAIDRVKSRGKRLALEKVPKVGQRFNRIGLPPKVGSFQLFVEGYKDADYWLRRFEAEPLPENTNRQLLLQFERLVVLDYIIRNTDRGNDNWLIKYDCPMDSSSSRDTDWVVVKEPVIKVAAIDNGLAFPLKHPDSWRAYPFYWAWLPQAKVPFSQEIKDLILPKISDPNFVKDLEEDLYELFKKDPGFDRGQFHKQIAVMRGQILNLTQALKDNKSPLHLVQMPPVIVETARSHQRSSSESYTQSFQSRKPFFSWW
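In this quantitative HTS, ADP production by PI4K2A was quantified luminescently after 1 h at ambient temperature; 100 microM adenosine served as plate-quality control.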
Starred values were filed as active, the others as inactive. These rows are one share of the data; rates above refer to the full screens.

Start of the listing, in advance (3 entries):
Structure,PI4K2A inh
COc1ccc(CCNC(=O)Nc2ccc3c(c2)[C@@]2(CC(=O)N(CC(C)C)C2c2ccccc2)C(=O)N3C)cc1OC (stereo partly specified),1.0
Nc1[nH]c(C(=O)c2ccccc2)c(-c2cccnc2)c1C(=O)NCCc1c[nH]c2ccccc12,-2.8
C[C@@H]1CCN(C2CC2)S(=O)(=O)c2ccc(N3CCC[C@@H]3CO)cc2O1,-1.7

The whole of this part, previewed entries included:
Structure,PI4K2A inh
COc1ccc(CCNC(=O)Nc2ccc3c(c2)[C@@]2(CC(=O)N(CC(C)C)C2c2ccccc2)C(=O)N3C)cc1OC (stereo partly specified),1.0
Nc1[nH]c(C(=O)c2ccccc2)c(-c2cccnc2)c1C(=O)NCCc1c[nH]c2ccccc12,-2.8
C[C@@H]1CCN(C2CC2)S(=O)(=O)c2ccc(N3CCC[C@@H]3CO)cc2O1,-1.7
O=C(N1CCOCC1)C12OC3CC(CC(C3)O1)O2,3.4
CC(C)C[C@H]1CNC(=S)N1C[C@H]1CCCN1C[C@H](CC(C)C)N1C[C@H](Cc2ccc(O)cc2)N(CCc2ccccc2)C1=S,-1.2
CCOc1ccc(-n2c(SCC(=O)Nc3ccc(S(=O)(=O)Nc4nccs4)cc3)nnc2-c2ccc(C(C)(C)C)cc2)cc1,3.2
O=C1NC[C@@H](CCCCN2C[C@H](Cc3ccc(O)cc3)N(CCc3ccc(O)cc3)C(=O)C2=O)N(CCc2ccc(O)cc2)C1=O,-1.0
CCc1nc2ccc(C(=O)NCCCN(C)C)cn2c1N(CC)CCOC,-2.2
CCCC(=O)Nc1nnc([C@H]2C[C@H](O)[C@@H](CO)O2)s1,4.9
Cc1cccc(-c2nnc(SCC(=O)c3ccc(F)cc3)n2C)c1,-1.6
CCOC(=O)[C@]12CCCC=C1N(Cc1ccccc1)C(=O)[C@H](CC(=O)N1CCCC1)C2,0.9
CN(Cc1ccccc1)C(=O)[C@@H]1CCCN1C(=O)[C@@H]1CCCN1C(=O)c1ccccc1,0.5

Further entries.
Structure,PI4K2A inh
CCOC(=O)N(C)c1c(CC)nc2c(OCc3cc(Cl)cc(Cl)c3)cccn12,-4.9
COc1ccccc1N1CCN(c2ncnc3n[nH]c(Br)c23)CC1,-4.3
CCCCCCCCN1C(=O)[C@H](CC(=O)NCc2cccc3ccccc23)C[C@@]2(C(=O)OCC)CCCC=C12,-3.7
CC1(C(=O)NCc2ccccc2)CN(S(C)(=O)=O)CC(=O)N1CCCN1CCOCC1 (stereo unspecified),-6.0
CCCCn1nnnc1C1(C)CCC(=O)N1CC(F)(F)F (stereo unspecified),4.1
CC1(Cc2ccc(OC(F)(F)F)cc2)C(=O)Nc2ccc(OC(F)(F)F)cc21 (stereo unspecified),-2.4
COc1ccc(C2=Nc3ccccc3N(C(=O)c3ccc4ncccc4c3)C2C(=O)NC(C)(C)C)cc1 (stereo unspecified),-9.2
Cc1csc(-c2ccc3cc(Cl)cc(Cl)c3n2)n1,-6.1
CCCCN=C(N)NC(=O)OCc1ccccc1,0.2
Cc1cc(C)cc(C(O)c2ncc(-c3cccc(F)c3)[nH]2)c1 (stereo unspecified),5.0
CC(C)c1ccc(CC(=O)N2CCC2(C)C(=O)Nc2ccc3c(c2)OCCO3)cc1 (stereo unspecified),-3.9
Cc1ccc(OCc2nnc(SCC(=O)Nc3ccc(S(=O)(=O)Nc4cc(C)nc(C)n4)cc3)n2Cc2ccco2)cc1,-19.3

Carrying on.
Structure,PI4K2A inh
COc1ccc(/C=C/C(=O)NC2=NCCS2)c(OC)c1,-1.0
CC(C)(C)c1ccc(CC(=O)N2CCC2(C)C(=O)NS(=O)(=O)c2cccs2)cc1 (stereo unspecified),-5.0
CC(C)N1CCCC(C)(C(=O)Nc2nc3ccccc3n2C)C1 (stereo unspecified),0.3
CCOC(=O)[C@]12CCC=C1N(Cc1ccccc1)C(=O)[C@H](CC(=O)N1CCCC1)C2,-6.9
COCCN1C(=O)CSCC1(C)C(=O)NCc1ccccc1 (stereo unspecified),-6.0
COC(=O)[C@]12C[C@H](CC(=O)NCC3CCCCC3)C(=O)N(Cc3ccco3)C1=C[C@H](COCc1ccccc1)O[C@@H]2C,0.9
COC(=O)[C@]12C[C@H](CC(=O)N3CCCC3)C(=O)N(Cc3cccc4ccccc34)C1=C[C@H](C1CCCC1)O[C@@H]2C,-1.2
COc1ccc(OC)c(NC(=O)C2(C)CCN2C(=O)CCC2CCCC2)c1 (stereo unspecified),-1.5
O=C(Nc1ccc(OC(F)(F)F)cc1)Nc1nc2ncccn2c1-c1ccc(C(F)(F)F)cc1,8.2
Cc1ccc(CNC(=O)O[C@H]2CC[C@@]34CCCN3C(=O)CCC[C@H]4[C@H]2C)cc1,1.2
COc1ccc(-n2c(COc3ccc(C)cc3)nnc2SCC(=O)c2ccc(-c3ccccc3)cc2)cc1,-0.1
COc1ccc(N=C(C)C2C(=O)c3ccccc3C2=O)cc1,-2.9

Later entries
Structure,PI4K2A inh
CCCCN(C)C(=O)CN1C(=O)C2CCCCN2C(=O)c2ccccc21 (stereo unspecified),-3.1
O=C(COc1ccc(F)cc1Cl)Nc1nnc(-c2ccc(F)c(F)c2)o1,-1.4
CCc1nc2c(OCC(=O)C(C)(C)C)cccn2c1N(C)C(=O)CC(C)C,3.7
Cc1cc2nc(-c3nnnn3Cc3ccccc3)c(=O)[nH]c2cc1C,-1.5
COc1cc(C(O)c2nc(-c3cnn(C)c3)cs2)ccc1F (stereo unspecified),1.0
CCCc1nc2cc(C)c(Br)c(C)n2c1Cc1ccccc1OC,-1.5
CCc1ccc([C@@H]2CC(=O)[C@@H]3CN(S(=O)(=O)c4ccc(Cl)cc4)[C@H](c4ccc(C)cc4)C[C@@H]3N2S(=O)(=O)c2ccc(C)cc2)cc1,-0.9
CCn1c2ccccc2c2cc(NC(=O)c3cc4c(C)nn(-c5ccccc5)c4s3)ccc21,-4.9
CC(CNC(=O)[C@@H](Cc1ccccc1)NC(=O)CC[C@H]1O[C@@H](n2ccc(=O)[nH]c2=O)[C@H](O)[C@@H]1O)c1ccccc1 (stereo partly specified),2.5
CC(=O)c1cccc(-c2ccnc3c2CC(C(=O)Nc2cccnc2)O3)c1 (stereo unspecified),-2.0
CC1(C(=O)NCCc2c[nH]c3ccccc23)CCN1CC1CCCCC1 (stereo unspecified),-4.1
CC(C)S(=O)(=O)NC(=O)C1(C)CCN1C(=O)Cc1ccccc1 (stereo unspecified),-5.2

6 entries drawn at random from the list so far:
Structure,PI4K2A inh
CCn1c2ccccc2c2cc(NC(=O)c3cc4c(C)nn(-c5ccccc5)c4s3)ccc21,-4.9
CCCc1nc2cc(C)c(Br)c(C)n2c1Cc1ccccc1OC,-1.5
CC(CNC(=O)[C@@H](Cc1ccccc1)NC(=O)CC[C@H]1O[C@@H](n2ccc(=O)[nH]c2=O)[C@H](O)[C@@H]1O)c1ccccc1 (stereo partly specified),2.5
CCc1nc2c(OCC(=O)C(C)(C)C)cccn2c1N(C)C(=O)CC(C)C,3.7
CCCCN(C)C(=O)CN1C(=O)C2CCCCN2C(=O)c2ccccc21 (stereo unspecified),-3.1
CCc1ccc([C@@H]2CC(=O)[C@@H]3CN(S(=O)(=O)c4ccc(Cl)cc4)[C@H](c4ccc(C)cc4)C[C@@H]3N2S(=O)(=O)c2ccc(C)cc2)cc1,-0.9

Following part.
Structure,PI4K2A inh
O=[N+]([O-])c1cccc(OCCCN2CCC(C(O)(c3ccccc3)c3ccccc3)CC2)c1,1.6
CC(C)(C)c1ccc(C(=O)N2CCC2(C)C(=O)NCCC#N)cc1 (stereo unspecified),-3.5
CC(N)c1csc(Nc2ccc(S(C)(=O)=O)cc2)n1 (stereo unspecified),-1.8
COc1ccccc1N1CCN(N=Cc2ccccc2Br)CC1,-4.3
Cc1ccccc1N(C)C(=O)C1CCCN1S(=O)(=O)c1cccc2cccnc12 (stereo unspecified),-0.9
OC(c1ccc(F)cc1)c1nc(-c2ccoc2)cs1 (stereo unspecified),-13.1
CCOc1ccc(Cl)cc1-c1cc(C(=O)NCC2CCCCC2)[nH]n1,5.4
C=CCOC(=O)N[C@@H](c1coc2ccccc2c1=O)[C@@H](C)/C=C/CC(=O)OC,-1.9
O=C1NC[C@@H](CCCCN2C[C@H](Cc3ccc(O)cc3)N(CCC3CCCCC3)C(=O)C2=O)N(CCc2ccc(O)cc2)C1=O,6.7
CN1C(=O)c2cc(NS(=O)(=O)c3cccc(F)c3)ccc2OC[C@@H]2O[C@H](CC(=O)O)CC[C@H]21,-6.8
COc1ccc(C(C(=O)NC2CCCC2)n2c(Cc3cc(F)cc(F)c3)nc3ccccc32)cc1 (stereo unspecified),-6.6
COc1ccc(Cn2ccc3ccc(-c4ccc5ccn(Cc6ccc(F)cc6)c5c4)cc32)cc1,-3.9

(next part)
Structure,PI4K2A inh
OC[C@H]1O[C@@H](n2cnc3c(=S)nc[nH]c32)[C@H](O)[C@@H]1O,-3.7
CC1(C(=O)Nc2ccc(Cl)c(C(F)(F)F)c2)Cc2c(-c3ccc4c(c3)OCO4)ccnc2O1 (stereo unspecified),-2.9
Nc1nc2ncccn2c1-c1ccc(C(F)(F)F)cc1,3.0
O=C(Nc1c(-c2ccc(F)cc2)nc2ncccn12)C1CC1,-0.8
CCOC(=O)C1CCCN(C(=O)c2cc(C)oc2C)CC1 (stereo unspecified),-1.0
CCCCC[C@H](C)N1C[C@@H](COCc2ccccc2)Oc2cc(N3CC[C@@H](O)C3)ccc2S1(=O)=O,-1.8
COc1ccc(OC)c(C(O)c2ncc(-c3ccccc3OC)[nH]2)c1 (stereo unspecified),-0.3
c1ccc(-c2cc(-c3nnc4sc(Cc5cccs5)nn34)[nH]n2)cc1,-17.5
Cn1c(=O)c2cc(NC(=S)NC3CC3)ccc2n1C/C=C/c1ccccc1,-1.5
COc1ccc(CC(N)c2csc(NC(=O)Nc3ccccc3C(C)(C)C)n2)cc1 (stereo unspecified),3.6
COc1ccc2c(c1)C[C@@H]1CC(C)(C)CN1S2(=O)=O,-0.3
CCc1ccccc1Oc1nc(NC(C)C)nc2ccsc12,-2.5

Further results:
Molecule | PI4K2A inh
CC1(C)OC(=O)C2=C(C[C@@H](CCc3ccccc3)O[C@@H]2c2ccc(F)cc2)O1 | 0.2
O=C(CN1CCC(NC(=O)Nc2ccc(Cl)cc2)CC1)Nc1ccc2c(c1)OCCO2 | -6.7
Cc1ccc(S(=O)(=O)N2[C@H](CC(=O)c3cccs3)OC[C@@H]2C)cc1 | -0.4
O=C(NC(c1ccc(-c2ccccc2)cc1)c1cnccn1)C1CCN(Cc2ccc3c(c2)OCO3)CC1 (stereo unspecified) | 6.3
Cc1cccc(C)c1NC(=O)C1CCCN1S(=O)(=O)c1cccc2cccnc12 (stereo unspecified) | 0.0
CCCNC(=O)C1(C)CCCN(CC(=O)c2ccc3c(c2)OCCO3)C1 (stereo unspecified) | -1.5
Cc1cc2oc(=O)cc(CN3CCCC3)c2cc1Cl | -2.9
COc1cc(-c2nnc(SCC(=O)N3C(C)CCCC3C)o2)cc(OC)c1OC (stereo unspecified) | 4.2
COC(=O)[C@]12C[C@H](CC(=O)NCCCCc3ccccc3)C(=O)N(CCC3=CCCCC3)C1=C[C@H](C1CCCC1)O[C@@H]2C | -1.1
CC(C)C[C@H]1CNC(=O)C(=O)N1C[C@H]1CCCN1C[C@H](CC(C)C)N1C[C@H](Cc2ccccc2)N(CCc2ccccc2)C(=O)C1=O | 3.1
CC1(C(=O)Nc2cnc3ccccc3c2)CCN1C(=O)C/C=C/c1ccccc1 (stereo unspecified) | -1.0
CC(C)[C@H]1Cn2nncc2Cn2c3ccccc3c(=O)n21 | 0.1

(cont.)
Molecule | PI4K2A inh
c1cn2c(-c3ccc(N4CCOCC4)cc3)cncc2n1 | -2.5
CCOC(=O)C[C@@H]1OC[C@H](C)N1S(=O)(=O)c1ccc(C)cc1 | 1.1
CC(C)(C)NC(=O)C1c2ccccc2OCC(=O)N1CCc1ccccc1 (stereo unspecified) | -2.3
C=CCN1C/C(=C/c2ccccc2)N2C(=O)CC(c3ccccc3)N=C12 (stereo unspecified) | -4.9
Cc1c(C(C)c2ccccc2O)c2ccccc2n1C (stereo unspecified) | 1.1
COc1cccc(-c2cc3nc(Nc4ccc(OC)c(OC)c4)n(C)c(=O)c3s2)c1 | -3.9
Cc1cc(NS(=O)(=O)c2ccc(NC(=O)Cc3ccccc3)cc2)no1 | -0.6
COC(=O)[C@]12C[C@H](CC(=O)N3CCN(C(=O)c4ccco4)CC3)C(=O)N(Cc3ccco3)C1=C[C@H](C(C)C)O[C@@H]2C1CC1 | 1.0
CC1(C)OC(=O)C2=C(C[C@@H](CCc3ccccc3)O[C@H]2CCc2cccc(Cl)c2)O1 | 4.7
C[C@@H]1COc2cc(N(C)CCO)ccc2S(=O)(=O)N1 | 1.0
COC1=CC(=O)OC(c2ccc(C(F)(F)F)cc2)C1 (stereo unspecified) | -0.7
CC1=C(C(=O)N(C(C)C)C(C)C)CC(CC(=O)NCCc2ccccn2)C(=O)N1Cc1ccc(C(C)(C)C)cc1 (stereo unspecified) | 2.5

(more compounds)
Molecule | PI4K2A inh
C=CCN1[C@H](C)COc2cccc(N3CCSCC3)c2S1(=O)=O | 1.5
CCC1(C2C=COC=C2)NC(=O)NC1=O (stereo unspecified) | 3.5
CC1(C(=O)NS(C)(=O)=O)CCN1C(=O)C/C=C/c1ccccc1 (stereo unspecified) | -1.5
CC(C)c1ccc(NC(=O)Nc2nc(C(N)c3ccccc3Cl)cs2)cc1 (stereo unspecified) | 2.6
CC(C)N(C)c1ncnc2c1ncn2[C@H]1CN(Cc2cccnc2)C[C@@H](CO)O1 | -2.6
COCCNc1nc(NCc2ccccc2F)c2sccc2n1 | 3.0
COc1ccc(C(C)(O)c2nc(-c3cnc4ccccc4c3)cs2)cc1 (stereo unspecified) | 5.1
NS(=O)(=O)c1ccc(NC(=O)CSc2nc3ccccc3c(=O)n2-c2ccc(Br)cc2)cc1 | 2.5
Cc1ccc(F)cc1C(=O)N1CCCC(c2cc(C(=O)NCc3ccc(F)cc3)no2)C1 (stereo unspecified) | -2.7
COc1ccc(CN2C(=O)C(CC(=O)NCCc3ccccn3)CC(C(=O)N3CCOCC3)=C2C)cc1 (stereo unspecified) | -1.3
